Shiga inhibitor = blocks Shiga toxin action in Vero cells. Vero cells, Shiga toxin protein synthesis inhibition reporter. inhibition, % at 38.7 µM. 290,000 compounds, 9.2% hits. AID 2315; in the data active means inhibition mostly above about 28%, no sharp cut-off; inactive means mostly below about 43%; further: 0% is about no effect
Giardia FBPA inh = Giardia lamblia aldolase inhibition; A8B2U2; purified Giardia FBPA; Potency, µM (titrated, usually from 59.6 µM), without a hit: at the highest dose activity, negative = inhibition, most hits filed as inhibitors; 290,000 compounds, 0.71% hits; AID 2451; further: potency means the concentration at half of the fitted maximal effect; on the % scale 0 is the no-effect control and ±100 the full control effect; nearly all actives have a fitted effect of over 55% in size
Target sequence (A8B2U2 whole entry, looked up): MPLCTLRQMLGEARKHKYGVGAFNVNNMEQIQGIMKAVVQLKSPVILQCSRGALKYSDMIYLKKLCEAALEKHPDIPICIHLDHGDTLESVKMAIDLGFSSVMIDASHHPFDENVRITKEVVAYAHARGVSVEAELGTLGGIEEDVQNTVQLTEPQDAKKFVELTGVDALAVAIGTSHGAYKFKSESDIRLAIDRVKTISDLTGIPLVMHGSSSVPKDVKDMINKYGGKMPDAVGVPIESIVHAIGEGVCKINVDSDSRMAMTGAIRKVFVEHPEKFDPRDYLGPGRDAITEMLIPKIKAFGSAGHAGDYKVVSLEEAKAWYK
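Giardia FBPA (40 nM reagent) was preincubated 10 min at RT with compound (up to 57.5 uM final), then substrate plus GAPDH/TPI/NAD/arsenate coupling system with diaphorase/resazurin was added; resorufin fluorescence (525/598 nm) was read after 20 min.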
Pf growth 48h = P. falciparum growth inhibition at 48 hours (one generation). P. falciparum luciferase growth in erythrocytes, 48 h. Potency, µM (series often up to 28.7 µM), for inactives: at the top dose activity change, negative = inhibition, actives largely listed as inhibitors. 310,000 compounds, 5.9% hits; further: potency means the concentration at half of the fitted maximal effect; on the % scale 0 is the no-effect control and ±100 the full control effect
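Read-out is firefly luciferase luminescence from an integrated reporter in P. falciparum, so falling signal marks reduced parasite growth. Infected erythrocytes were at 2% hematocrit and 0.1% parasitemia (final) in Albumax-supplemented RPMI 1640.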
Cycloheximide cs = counter-screen hit for Shiga toxin inhibitors, cycloheximide | AID 2314 | max response, % | cell reporter, cycloheximide protein synthesis inhibition counterscreen | 300,000 compounds, 12% hits; in the data active means max response mostly above about 13%, no sharp cut-off; inactive means mostly below about 14%; further: read at 38.3 µM for the half of the compounds with a filed dose; 0% is about no effect
Pf growth 96h = P. falciparum growth inhibition at 96 hours | P. falciparum luciferase reporter growth, 96 h | Potency, µM (series often up to 28.7 µM), for inactives: at the highest dose activity change, negative = inhibition, hits mostly inhibitors | 320,000 compounds, 6.9% hits; further: potency means the concentration at half of the fitted maximal effect; on the % scale 0 is the no-effect control and ±100 the full control effect
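Parasite growth measured via integrated firefly luciferase reporter in P. falciparum. Infected erythrocytes at 2% hematocrit, 0.05% parasitemia final were treated 96 hours at 37 C under 5% CO2, and luminescence was read.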
Sm TGR block = inhibitors of Schistosoma mansoni thioredoxin glutathione reductase; 360,000 compounds, 3% hits; Potency, µM (doses to about 114 µM), for inactives: top-dose activity change, negative = inhibition, usual class: inhibitors; Q962Y6; purified TGR, DTNB reduction, TNB absorbance 405 nm; AID 485364; further: potency means the concentration at half of the fitted maximal effect; on the % scale 0 is the no-effect control and ±100 the full control effect; nearly all actives have a fitted effect of over 60% in size
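First, TGR (20 nM dispensed) and NADPH were mixed with compound. Second, a 15 min room-temperature incubation followed. Third, further NADPH and then DTNB were added to start the reaction. Finally, TNB absorbance was monitored kinetically.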
Active calls of the source: *; ? = inconclusive; / = not tested or not shown; & = joins results of further samples; [ ] = remark or other dose. Unless noted, the call rests on the fitted dose curve; in most records, active means well fitted curve in the direction sought with a large enough effect; inconclusive means small, poorly fitted or top-dose-only effect, or another doubt; inactive means no such curve, though single readings can be large; an effect the other way counts as inactive or inconclusive.

1	CCOC(=O)c1cc(C#N)c(N2CCOCC2)nc1-c1ccccc1
2	COc1cc(C(=O)NC(C(=O)Nc2cccc(C(C)=O)c2)C(C)C)cc(OC)c1OC (stereo unspecified)
3	COc1ccc(/C(N)=N/OC(=O)N2CCOCC2)cc1
4	Cc1ccccc1C(=O)Nc1cccc(C(=O)N/N=C/c2ccc3c(c2)OCO3)c1
5	Cc1ccsc1C(=O)NNC(=O)CCN1CCN(c2ccccc2)CC1
6	O=C(NCC(c1ccco1)N1CCCC1)c1ccc(S(=O)(=O)Nc2ccc(F)cc2)cc1 (stereo unspecified)
7	CC(C)C[C@H](NC(=O)[C@H]1N2C(=O)c3ccccc3C2SC1(C)C)C(=O)N[C@@H](Cc1ccccc1)C(=O)O (stereo partly specified)
8	CCNC(=S)N1CCC(NC(=O)c2ccco2)CC1
Compound,1,2,3,4,5,6,7,8
Shiga inhibitor,12,-8,34,55*,/,/,5,23
Giardia FBPA inh,0%,-3%,-1%,-6%,/,/,2%,1%
Pf growth 48h,2%,-5%,?,3%,26%,?,62%[activator],18%
Cycloheximide cs,-5,-2,6,20*,/,/,1,-1
Pf growth 96h,0%,?,?,3%,42%[activator],?,8%,?
Sm TGR block,7%,4%,0%,-24%,0%,-4%,3%,-5%[57.1 µM]

9	CC(=O)Nc1cccc(C(=O)N(Cc2ccccc2)Cc2ccccc2)c1
10	c1ccc(-c2csc(Nc3cccnc3)n2)cc1
11	CCC(C)[C@H](NC(=O)NCc1ccccc1)C(=O)O (stereo partly specified)
12	Cc1ccc(-c2nc3ccc(C)cn3c2CC(=O)N(C)C)cc1
13	Cc1cccc(-c2nc3ccccc3c(=O)n2-n2cccc2)c1
14	Cc1ccc(C)n1-c1ccc(C(=O)NCc2cccnc2)cc1
15	Nn1c(-c2cccs2)nc2sc3c(c2c1=O)CCCC3
16	COc1ccc(-c2nc(NC(=O)CSc3nnc4ccccn34)ns2)cc1
Compound,9,10,11,12,13,14,15,16
Shiga inhibitor,-6,118*,-1,/,-11,-11,108*,44*
Giardia FBPA inh,4%,1%,3%,6%,5%,3%,-3%,-5%
Pf growth 48h,2%,109%[activator],2%,15%,-2%,?,240%[activator],-7%
Cycloheximide cs,-2,54*,7,/,-3,-3,35*,2
Pf growth 96h,-21%,-2%,17%,-13%,9%,?,270%[activator],?
Sm TGR block,0%,77%[activator],-2%,/,0%,-22%,5%,-37%

17	Cn1c2ccccc2c2cnn(CC(=O)Nc3ccc(Cl)cc3)c(=O)c21
18	COc1ccc(CCN2C(=S)N(c3ccc(Cl)cc3)C(=O)C2CC(N)=O)cc1OC (stereo unspecified)
19	O=C(COc1ccc2ccc(=O)oc2c1)Nc1ccc(CN2CCOCC2)cc1
20	Oc1ccc(N=Nc2c(O)ccc3ccccc23)cc1
21	COCc1c(C(=O)N2CCN(CCOc3ccccc3)CC2)oc2ccccc12
22	Cc1cccc(C)c1NC(=O)CN(C)C(=O)C1CC(=O)N(c2cccc3ccccc23)C1 (stereo unspecified)
23	O=C(CSc1nc(=O)n2ccccc2n1)NCc1ccccc1Cl
24	Cc1ccc(CN2[C@@H](c3ccccc3)COCCS2(=O)=O)cc1
Compound,17,18,19,20,21,22,23,24
Shiga inhibitor,22,-7,-3,-36,/,/,/,14
Giardia FBPA inh,4%,-4%,5%,?,/,/,/,-10%
Pf growth 48h,4%,10µM*,?,?,-22%,?,?,0%
Cycloheximide cs,-3,-2,-1,32*,/,/,/,12
Pf growth 96h,17%,12µM*,31%[activator],?,-2%,?,7%,-91%
Sm TGR block,-7%,1%,-8%,-22%,-4%,-8%,0%,0%

Brought forward from above: 2 compounds, then new ones.
23	O=C(CSc1nc(=O)n2ccccc2n1)NCc1ccccc1Cl
24	Cc1ccc(CN2[C@@H](c3ccccc3)COCCS2(=O)=O)cc1
25	CCOC(=O)C1CN(S(=O)(=O)c2cccc(C(F)(F)F)c2)c2cc(CC(=O)OC)ccc2O1 (stereo unspecified)
26	CNc1nc(N/N=C/c2ccc([N+](=O)[O-])cc2)nc(Nc2ccccc2)n1
27	COc1ccc(CNC(=O)c2c(O)c3cccc4c3n(c2=O)CCC4)cc1
28	O=C1NC(=O)N(Cc2ccco2)C(=O)/C1=C/c1ccc(-c2cccc([N+](=O)[O-])c2)o1
29	Cc1ccc(NC(=O)c2ccc3c(c2)CCN3S(C)(=O)=O)c(C)c1
30	Cc1cc[n+](C(C)C(=O)c2ccc(Cl)cc2)cc1 (stereo unspecified)
31	Nn1c(Cc2ccc(Br)cc2)n[nH]c1=S
32	COC[C@H]1OC(=O)c2coc3c2[C@@]1(C)C1=C(C3=O)C2CCC(=O)[C@@]2(C)C[C@H]1OC(C)=O (stereo partly specified)
Compound,23,24,25,26,27,28,29,30,31,32
Shiga inhibitor,/,14,-3,17,-3,4,7,-13,-5,-11
Giardia FBPA inh,/,-10%,-6%,-12%,-11%,-6%,-13%,-2%,?,-17%&-26%
Pf growth 48h,?,0%,0%,3.3µM*,23%,-2%,?,?,-23%,/
Cycloheximide cs,/,12,9,0,-1,1,2,-3,-3,14
Pf growth 96h,7%,-91%,55%[activator],?,?,21%,0%,8%,18%,/
Sm TGR block,0%,0%,-26%,4%,7%,40µM*,0%,-7%,0%,/

33	O=C(NCCCN1CCN(Cc2ccccc2)CC1)C1CCN(S(=O)(=O)N2CCC3(CC2)OCCO3)CC1
34	CCN(CC)CCNC(=O)C(Oc1ccccc1)Oc1ccccc1
35	CC(C)[C@H](N)C(=O)N[C@@H](CCC(N)=O)C(=O)NCC(=O)N[C@@H](CCC(=O)O)C(=O)N[C@@H](CCC(=O)O)C(=O)N[C@@H](CO)C(=O)N[C@@H](CC(N)=O)C(=O)N[C@@H](CC(=O)O)C(=O)N[C@@H](CCCCN)C(=O)O
36	CCn1c(CSc2ncn[nH]2)nc2cc(C(=O)O)ccc21
37	Cc1cccc(C2c3[nH]c4ccccc4c3CCN2C(=O)c2cc(C(C)C)nc(N)n2)n1 (stereo unspecified)
38	COCC1CCCCN1C(=O)C1CCN(c2nc(-c3ccccc3)nc3c2CCC3)CC1 (stereo unspecified)
39	O=C(c1ccccc1)N1CCN(c2nc3ccc([N+](=O)[O-])cc3s2)CC1
40	COCc1nnc(NC(=O)CS(=O)(=O)c2ccc(C)cc2)s1
Compound,33,34,35,36,37,38,39,40
Shiga inhibitor,2,-6,-16,45,16,27,10,-2
Giardia FBPA inh,10%,-10%,-2%,?,-8%,/,3%,-22%
Pf growth 48h,?,11%[0.00184 µM],/,-24%,?,9.3µM*,-3%,10%
Cycloheximide cs,0,-2,0,1,7,15,4,-1
Pf growth 96h,?,17%,/,?,?,-24%,-19%,5%
Sm TGR block,-1%,0%,/,7%,0%,-17%,/,-13%

41	COc1ccc(/C=C/C(=O)Oc2ccc(/C=N/NC(=O)c3ccccc3)cc2)cc1OC
42	CCCNC(=O)C(Cc1ccccc1)NC(=O)c1ccccc1 (stereo unspecified)
43	COc1cccc(C(=O)NCC(=O)NCc2cc(=O)n(C)c(=O)n2C)c1OC
44	CCOC(=O)COc1cc(OCC(=O)OCC)c2c(=O)cc(-c3ccccc3)oc2c1
45	CC(=O)Nc1ccc(SCC(=O)c2ccc(Br)s2)cc1
46	CC(=O)c1ccc(CC2SC(N)=NC2=O)cc1 (stereo unspecified)
47	CCc1nnc(NS(=O)(=O)c2ccc(NC(=S)NC(=O)c3ccccc3)cc2)s1
48	COc1ccc(NC(=O)c2ccccc2Cl)c(NC(=O)c2ccco2)c1
Compound,41,42,43,44,45,46,47,48
Shiga inhibitor,-11,/,-6,-17,37*,/,-16,40
Giardia FBPA inh,5%,/,-5%,2%,3%,4%,14%,5%
Pf growth 48h,33%[activator],-13%,-1%,?,37%[activator],-7%,0%,-13%
Cycloheximide cs,3,/,-2,-4,21*,6,-2,1
Pf growth 96h,?,29%,0%,?,57%[activator],-14%,41%[activator],?
Sm TGR block,-10%,-21%,6%,-8%,-13%,9%,40µM*,-24%

A draw from above in order of number of heavy atoms, rising.
46	CC(=O)c1ccc(CC2SC(N)=NC2=O)cc1 (stereo unspecified)
45	CC(=O)Nc1ccc(SCC(=O)c2ccc(Br)s2)cc1
40	COCc1nnc(NC(=O)CS(=O)(=O)c2ccc(C)cc2)s1
42	CCCNC(=O)C(Cc1ccccc1)NC(=O)c1ccccc1 (stereo unspecified)
48	COc1ccc(NC(=O)c2ccccc2Cl)c(NC(=O)c2ccco2)c1
43	COc1cccc(C(=O)NCC(=O)NCc2cc(=O)n(C)c(=O)n2C)c1OC
47	CCc1nnc(NS(=O)(=O)c2ccc(NC(=S)NC(=O)c3ccccc3)cc2)s1
44	CCOC(=O)COc1cc(OCC(=O)OCC)c2c(=O)cc(-c3ccccc3)oc2c1
37	Cc1cccc(C2c3[nH]c4ccccc4c3CCN2C(=O)c2cc(C(C)C)nc(N)n2)n1 (stereo unspecified)
Compound,46,45,40,42,48,43,47,44,37
Shiga inhibitor,/,37*,-2,/,40,-6,-16,-17,16
Giardia FBPA inh,4%,3%,-22%,/,5%,-5%,14%,2%,-8%
Pf growth 48h,-7%,37%[activator],10%,-13%,-13%,-1%,0%,?,?
Cycloheximide cs,6,21*,-1,/,1,-2,-2,-4,7
Pf growth 96h,-14%,57%[activator],5%,29%,?,0%,41%[activator],?,?
Sm TGR block,9%,-13%,-13%,-21%,-24%,6%,40µM*,-8%,0%

Remaining list, next part.
49	O=C(CSc1ccc2c(c1)OCCO2)NC(=O)Cc1ccccc1
50	COc1cc(C(=O)Nc2cccc(-c3nc4cc(C)ccc4o3)c2C)cc(OC)c1OC
51	COC(=O)c1ccccc1NC(=O)NCC1CCCO1 (stereo unspecified)
52	Cn1c(=O)c2c(nc(CN3CCN(C(=O)c4ccco4)CC3)n2CC(=O)C(C)(C)C)n(C)c1=O
53	COc1cccc(C2C=C(c3ccc(Br)s3)Nc3ncnn32)c1OC (stereo unspecified)
54	O=C(NCN1CCCCC1)c1cccnc1
55	COc1ccc(C(=O)N(C)C2CCCCC2)cc1S(=O)(=O)N1CCOCC1
56	COc1ccc(C(=O)Nc2cccc(C(=O)N3CCN(C)CC3)c2)cc1
Compound,49,50,51,52,53,54,55,56
Shiga inhibitor,17,37,13,-9,-3,-5,/,37*
Giardia FBPA inh,-1%,15%,2%,-11%,-9%,1%,/,-1%
Pf growth 48h,-1%,?,32%[activator],-17%,?,11%,?,136%[activator]
Cycloheximide cs,-2,2,2,-5,17,1,/,15
Pf growth 96h,-13%,35%[activator],/,0%,2.3µM*,6%,?,0.13µM*
Sm TGR block,-20%,0%,-1%,1%,?,-6%,-4%,-2%

57	COc1ccc(/C(N)=N/OC(=O)c2cccc([N+](=O)[O-])c2)cc1OC
58	C/C(=N\N=C1\NC(=O)C(CC(=O)Nc2ccc(C)c(Cl)c2)S1)C(C)(C)C (stereo unspecified)
59	O=C1C=C(N(CCO)CCO)C2(CCCCC2)O1
60	Cc1cc(C)n(C(=O)Cn2nc(C)c(Br)c2C)n1
61	COc1ccccc1OCC(=O)Nc1ccccn1
62	O=C(CSc1nncn1-c1cccnc1)N1CCOCC1
Compound,57,58,59,60,61,62
Shiga inhibitor,-19,-17,-14,-2,27,-6
Giardia FBPA inh,4%,-4%,5%,3%,-2%,6%
Pf growth 48h,9%,?,2%,5%,189%[activator],3%
Cycloheximide cs,1,-4,-2,-1,27*,-3
Pf growth 96h,/,-11%,?,0%,32%[activator],?
Sm TGR block,-20%,9%,-2%,-3%,0%,3%

Source: PubChem
